From PubChem BioAssay
PKA-R1A act: activates the PKA-R1A holoenzyme complex | P00514+P68181 | activation, % at 11.4 µM | 340,000 compounds, 0.083% hits | PKA-R1A dissociation, Cy5-IP20 fluorescence polarization; scaled: DMSO 0%, 113 µM cGMP 100%;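 active means percent activation above the mean of all tested compounds plus 3 SD, cut at about 19% in these data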;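 further: higher means more PKAc released from R1A so a rise in polarization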
Pemphigus Ab inh: blocks pemphigus antibody binding to human desmoglein-3; P32926; DSG3-coupled beads, scFv-anti-DSG3-GFP binding, flow cytometry; hits give low values; binding (percent of control), % at 10 µM; 310,000 compounds, 0.48% hits;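 active means binding more than 3 SD below its plate's average and above zero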;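 further: hits lower antibody fragment binding to DSG3; some compounds called inactive have numbers as strong as hits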
PKA-R2B act: activates the human PKA-R2B holoenzyme complex | PKA-R2B holoenzyme dissociation, Cy5-IP20 fluorescence polarization; R2B truncated from residue 108, S112A mutant; 0% DMSO only, 100% 113 µM cGMP | activation, % at 11.4 µM | 340,000 compounds, 0.079% hits | AID 504700;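 active means activation above a cutoff set at the mean over all compounds plus 3 SD, cut at about 18% in these data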;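 further: higher means more holoenzyme dissociation and a rise in polarization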
DAGLB inhibitor: diacylglycerol lipase beta (human) inhibition. Q8NCG7. HEK293T DAGLB membrane lysate, EnzChek fluorogenic substrate. inhibition, % at 5.17 µM. 340,000 compounds, 0.059% hits. AID 504411; in the data active means inhibition above about 34%;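 further: 0% = enzyme with vehicle and 100% = wells lacking enzyme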
Target sequence (Q8NCG7 whole entry, looked up): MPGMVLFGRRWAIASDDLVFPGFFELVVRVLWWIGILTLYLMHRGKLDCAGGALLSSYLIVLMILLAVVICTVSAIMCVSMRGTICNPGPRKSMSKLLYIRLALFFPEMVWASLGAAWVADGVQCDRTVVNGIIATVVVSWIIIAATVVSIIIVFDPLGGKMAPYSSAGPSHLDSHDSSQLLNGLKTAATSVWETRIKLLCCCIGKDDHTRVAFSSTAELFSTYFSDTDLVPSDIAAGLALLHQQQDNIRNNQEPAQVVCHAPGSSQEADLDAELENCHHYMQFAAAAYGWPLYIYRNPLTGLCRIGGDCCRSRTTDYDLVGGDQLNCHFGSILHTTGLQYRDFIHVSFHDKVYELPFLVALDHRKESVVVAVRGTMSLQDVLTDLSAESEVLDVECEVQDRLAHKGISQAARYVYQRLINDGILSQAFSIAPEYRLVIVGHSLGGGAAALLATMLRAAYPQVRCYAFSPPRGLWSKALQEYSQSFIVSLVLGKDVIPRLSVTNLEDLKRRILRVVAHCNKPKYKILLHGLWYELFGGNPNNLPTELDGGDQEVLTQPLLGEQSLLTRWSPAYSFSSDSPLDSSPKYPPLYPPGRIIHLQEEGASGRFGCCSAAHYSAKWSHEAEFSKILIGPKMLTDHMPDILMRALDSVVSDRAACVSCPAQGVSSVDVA
HTR5A inv ctr: HTR5A inverse agonism, opioid heterodimer counter-screen; 340,000 compounds, 0.083% hits; HTR5A cell line, luminescence; P47898; inhibition, % at 9.3 µM; AID 504634; in the data active means inhibition mostly above about 23%, no sharp cut-off; inactive means mostly below about 18%;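 further: 0% = cells with DMSO and 100% = no-cell wells with DMSO; some compounds called inactive have numbers as strong as hits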
Target sequence (P47898 whole entry, looked up): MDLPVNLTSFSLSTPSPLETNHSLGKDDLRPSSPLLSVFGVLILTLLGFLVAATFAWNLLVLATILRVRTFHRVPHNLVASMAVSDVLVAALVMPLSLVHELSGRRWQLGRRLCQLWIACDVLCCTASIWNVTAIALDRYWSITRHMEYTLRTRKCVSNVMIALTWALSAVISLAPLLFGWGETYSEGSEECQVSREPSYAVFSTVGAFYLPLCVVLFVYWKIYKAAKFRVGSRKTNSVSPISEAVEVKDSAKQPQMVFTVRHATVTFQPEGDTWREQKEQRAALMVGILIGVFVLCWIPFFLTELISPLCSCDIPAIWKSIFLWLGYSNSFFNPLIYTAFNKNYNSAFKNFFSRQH
OPRM1-OPRD1 inv: inverse agonists of human mu-delta opioid receptor heterodimerization; P35372+P41143; cell-based MOR-DOR heterodimer luminescence, inverse agonism; inhibition, % at 9.3 µM; 340,000 compounds, 0.21% hits; AID 504357; in the data active means inhibition above about 22%, passing the limit was not always enough;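 further: 0% = cells with DMSO and 100% = wells without cells with DMSO; values of inactives mirror those of a sister screen read the other way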
V-ATPase pHluor: regulators of yeast V-ATPase proton transport; S. cerevisiae, pHLuorin cytosolic pH fluorescence; response, % at 10 µM; 350,000 compounds, 0.37% hits; AID 504577; in the data active means response mostly above about 7.3%, no sharp cut-off; inactive means mostly below about 5.4%; further: actives read high; inactives centre near 0; some compounds called inactive have numbers as strong as hits; reference of the scale not given here
MOR-DOR ag: agonists of human mu-delta opioid receptor heterodimerization; P35372+P41143; cells, OPRM1-OPRD1 heterodimerization, luminescence; activation, % at 9.3 µM; 340,000 compounds, 0.3% hits; AID 504326; in the data active means activation above about 18%;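 further: 0% = vehicle-treated cells and 100% = reference agonist; values of inactives mirror those of a sister screen read the other way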
Arrestin-AP2 inh: human beta-arrestin and AP2 interaction inhibition. inhibition, % at 10 µM. 340,000 compounds, 0.31% hits. FITC-arrestin peptide / GST-AP2 beads, flow cytometry; AP2 beta2 appendage carries R879A mutation;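 active means inhibition above a set limit, near 3 SD of compounds lacking own fluorescence, cut at about 54% in these data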;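 further: plate controls were DMSO wells for no effect and 5 µM unlabelled arrestin peptide for full effect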
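Material – AP2 appendage R879A on GSH beads · Buffer or medium – PBS with 0.05% Tween 20 and 0.1% BSA · Probe or stimulus – fluorescein-tagged arrestin peptide at 50 nM final · Incubation – compound with beads 12 min RT, then probe 1 h RT · Detection – high-throughput flow cytometry of beads, ex 488, em 535 nm · Evaluation – percent response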
HTR5A ag: HTR5A agonism, opioid heterodimer counter-screen; P47898; HTR5A agonist assay, luminescence, cell-based; activation, % at 9.3 µM; 340,000 compounds, 0.61% hits; AID 504692; in the data active means activation mostly above about 9.5%, no sharp cut-off; inactive means mostly below about 7.6%;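 further: 0% = cells with vehicle only and 100% = reference agonist; strong numbers were not always called active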
The depositor's hits bear a star.

Results for COc1ccc(Cl)cc1NC(=O)C1CC(c2ccccc2O)=NO1 (configuration not stated) ?
PKA-R1A act: 6; Pemphigus Ab inh: 103; PKA-R2B act: -4; DAGLB inhibitor: -3; HTR5A inv ctr: -4; OPRM1-OPRD1 inv: -54; V-ATPase pHluor: 2; MOR-DOR ag: 12; Arrestin-AP2 inh: 8; HTR5A ag: 1

Results for COc1ccc(CN2CC(=O)N(c3ccccc3OC)C2=S)cc1OC ?
PKA-R1A act: -17; Pemphigus Ab inh: 101; PKA-R2B act: -3; DAGLB inhibitor: 0; HTR5A inv ctr: -14; OPRM1-OPRD1 inv: -2; V-ATPase pHluor: 3; MOR-DOR ag: 0.5; Arrestin-AP2 inh: 4; HTR5A ag: 4

How did COCc1cc(C)nc(SCC(=O)Nc2ccc3c(c2)OCO3)c1C#N do in these assays?
PKA-R1A act: -3; Pemphigus Ab inh: 99; PKA-R2B act: -9; DAGLB inhibitor: 0; HTR5A inv ctr: 2; OPRM1-OPRD1 inv: 10; V-ATPase pHluor: -1; MOR-DOR ag: -1.8; Arrestin-AP2 inh: 25; HTR5A ag: -1

What do the screens show for `CCCOc1ccc(/C=N/Nc2cc(N3CCOCC3)ncn2)c(O)c1`?
PKA-R1A act: 0; Pemphigus Ab inh: 102; PKA-R2B act: -9; DAGLB inhibitor: 3; HTR5A inv ctr: 12; OPRM1-OPRD1 inv: -23; V-ATPase pHluor: 1; MOR-DOR ag: 4.9; Arrestin-AP2 inh: 23; HTR5A ag: -3

How did Cc1ccc(N(Cc2ccccc2F)S(C)(=O)=O)c(C)c1 do in these assays?
PKA-R1A act: -5; Pemphigus Ab inh: 77; PKA-R2B act: 5; DAGLB inhibitor: -3; HTR5A inv ctr: 7; OPRM1-OPRD1 inv: 20; V-ATPase pHluor: 1; MOR-DOR ag: -3.9; Arrestin-AP2 inh: -4; HTR5A ag: -3

Results for CCOC(=O)CNc1nc(Cl)nc(Nc2ccccc2)n1 ?
PKA-R1A act: 0; Pemphigus Ab inh: 91; PKA-R2B act: -4; DAGLB inhibitor: -1; HTR5A inv ctr: 8; OPRM1-OPRD1 inv: 1; V-ATPase pHluor: -4; MOR-DOR ag: -0.2; Arrestin-AP2 inh: 2; HTR5A ag: -7

Results for O=C(Nc1nnc(COc2ccc(Br)cc2)s1)c1ccco1 ?
PKA-R1A act: 0; Pemphigus Ab inh: 99; PKA-R2B act: -5; DAGLB inhibitor: 1; HTR5A inv ctr: -16; OPRM1-OPRD1 inv: 1; V-ATPase pHluor: 2; MOR-DOR ag: -0.2; Arrestin-AP2 inh: 39; HTR5A ag: -1

How did O=C(Cc1ncc(C(F)(F)F)cc1Cl)NCc1ccco1 do in these assays?
PKA-R1A act: -3; Pemphigus Ab inh: 103; PKA-R2B act: 6; DAGLB inhibitor: -2; HTR5A inv ctr: -16; OPRM1-OPRD1 inv: 9; V-ATPase pHluor: 1; MOR-DOR ag: -1.7; Arrestin-AP2 inh: -7; HTR5A ag: 3

Results for C=C(C)C1CC=C(C)/C(=N/NC(=O)CNc2ccc(C)cc2C)C1 (configuration not stated) ?
PKA-R1A act: -2; PKA-R2B act: -12; DAGLB inhibitor: 3; HTR5A inv ctr: 28; OPRM1-OPRD1 inv: -26; V-ATPase pHluor: 3; MOR-DOR ag: 5.1; Arrestin-AP2 inh: 2; HTR5A ag: 5

Results for CC(=O)N/N=C(\C)c1cccc(NC(=O)c2cccs2)c1 ?
PKA-R1A act: -8; Pemphigus Ab inh: 90; PKA-R2B act: -3; DAGLB inhibitor: -3; HTR5A inv ctr: 19; OPRM1-OPRD1 inv: 11; V-ATPase pHluor: -2; MOR-DOR ag: -1.9; Arrestin-AP2 inh: 40; HTR5A ag: -7

How did COCc1cc(C)nc(N2CCc3ccccc32)c1C#N do in these assays?
PKA-R1A act: 3; Pemphigus Ab inh: 94; PKA-R2B act: 6; DAGLB inhibitor: -4; HTR5A inv ctr: 19; OPRM1-OPRD1 inv: -12; V-ATPase pHluor: 2; MOR-DOR ag: 2.0; Arrestin-AP2 inh: 42; HTR5A ag: -3

Results for CCCCCCC(C)n1[nH]c(=O)c2c(C)cc(C)nc21 (configuration not stated) ?
PKA-R1A act: -1; Pemphigus Ab inh: 101; PKA-R2B act: 9; DAGLB inhibitor: -7; HTR5A inv ctr: -15; OPRM1-OPRD1 inv: -66; V-ATPase pHluor: 0; MOR-DOR ag: 12; Arrestin-AP2 inh: 9; HTR5A ag: 5

Results for O=C(Nc1ccncc1)Nc1cccc(Cl)c1 ?
PKA-R1A act: -6; Pemphigus Ab inh: 107; PKA-R2B act: 3; DAGLB inhibitor: 2; HTR5A inv ctr: -24; OPRM1-OPRD1 inv: 1; V-ATPase pHluor: 2; MOR-DOR ag: -0.2; Arrestin-AP2 inh: -14; HTR5A ag: 4

What do the screens show for `COc1cccc(S(=O)(=O)Nc2ccc3sc(C)nc3c2)c1`?
PKA-R1A act: -12; Pemphigus Ab inh: 100; PKA-R2B act: -7; DAGLB inhibitor: -1; HTR5A inv ctr: -2; OPRM1-OPRD1 inv: 3; V-ATPase pHluor: 0; MOR-DOR ag: -0.6; Arrestin-AP2 inh: 10; HTR5A ag: 5

How did N#Cc1c(-c2ccc([N+](=O)[O-])cc2)nc2n(c1=O)CCS2 do in these assays?
PKA-R1A act: -2; Pemphigus Ab inh: 100; PKA-R2B act: -12; DAGLB inhibitor: -1; HTR5A inv ctr: -8; OPRM1-OPRD1 inv: -17; V-ATPase pHluor: -1; MOR-DOR ag: 3.8; Arrestin-AP2 inh: 6; HTR5A ag: 2

Results for COc1ccc(NC(=O)CSc2nc(C)cc(C(F)(F)F)n2)cc1 ?
PKA-R1A act: -2; PKA-R2B act: 4; DAGLB inhibitor: -7; HTR5A inv ctr: -5; OPRM1-OPRD1 inv: 8; V-ATPase pHluor: -4; MOR-DOR ag: -1.8; Arrestin-AP2 inh: 22; HTR5A ag: -2

How did O=C(CCN1CCN(CCO)CC1)Nc1ccc(OCc2ccccc2)cc1 do in these assays?
PKA-R1A act: -12; Pemphigus Ab inh: 108; PKA-R2B act: -14; DAGLB inhibitor: 2; HTR5A inv ctr: 4; OPRM1-OPRD1 inv: 1; V-ATPase pHluor: -2; MOR-DOR ag: -0.2; Arrestin-AP2 inh: -11; HTR5A ag: -2

What do the screens show for `Cn1c(CN2CCOCC2)nc2cc(NC(=O)COc3ccccc3)ccc21`?
PKA-R1A act: -3; Pemphigus Ab inh: 103; PKA-R2B act: 1; DAGLB inhibitor: 1; HTR5A inv ctr: -4; OPRM1-OPRD1 inv: 4; V-ATPase pHluor: 1; MOR-DOR ag: -0.7; Arrestin-AP2 inh: -4; HTR5A ag: 2

Results for O=C(CN1CCOCC1)Nc1ccc(Oc2ccccc2)cc1 ?
PKA-R1A act: 3; PKA-R2B act: 2; DAGLB inhibitor: -1; HTR5A inv ctr: -6; OPRM1-OPRD1 inv: 8; V-ATPase pHluor: -1; MOR-DOR ag: -1.3; Arrestin-AP2 inh: -2; HTR5A ag: -1

What do the screens show for `CC(C)S(=O)(=O)c1cnc(-c2ccccn2)nc1N`?
PKA-R1A act: -9; Pemphigus Ab inh: 113; PKA-R2B act: -11; DAGLB inhibitor: 1; HTR5A inv ctr: -16; OPRM1-OPRD1 inv: 9; V-ATPase pHluor: -1; MOR-DOR ag: -1.9; Arrestin-AP2 inh: -13; HTR5A ag: 4

What do the screens show for `Cc1ccc(-c2csc(=Nc3cccnc3)n2CCCN2CCCC2=O)cc1C`?
PKA-R1A act: -1; Pemphigus Ab inh: 88; PKA-R2B act: -9; DAGLB inhibitor: 0; HTR5A inv ctr: 0; OPRM1-OPRD1 inv: 28; V-ATPase pHluor: 4; MOR-DOR ag: -5.6; Arrestin-AP2 inh: 22; HTR5A ag: -1

How did COc1ccc(NS(=O)(=O)c2cc(NC(=O)c3ccccc3F)ccc2N2CCCC2)cc1 do in these assays?
PKA-R1A act: -10; Pemphigus Ab inh: 97; PKA-R2B act: 19*; DAGLB inhibitor: 0; HTR5A inv ctr: 33; OPRM1-OPRD1 inv: -22; V-ATPase pHluor: -1; MOR-DOR ag: 4.3; Arrestin-AP2 inh: 2; HTR5A ag: 1

What do the screens show for `O=S(=O)(c1ccc(OCC(O)CN2CCN(c3ccccc3O)CC2)cc1)N1CCOCC1` (configuration not stated)?
PKA-R1A act: -2; Pemphigus Ab inh: 100; PKA-R2B act: -2; DAGLB inhibitor: 0; HTR5A inv ctr: 6; OPRM1-OPRD1 inv: 15; V-ATPase pHluor: 1; MOR-DOR ag: -2.7; Arrestin-AP2 inh: -1; HTR5A ag: 7

What do the screens show for `Cc1cccc(NC(=O)c2ccccc2[N+](=O)[O-])n1`?
PKA-R1A act: 3; Pemphigus Ab inh: 114; PKA-R2B act: 0; DAGLB inhibitor: 2; HTR5A inv ctr: -12; OPRM1-OPRD1 inv: -1; V-ATPase pHluor: 2; MOR-DOR ag: 0.2; Arrestin-AP2 inh: 6; HTR5A ag: -1

How did O=C(c1ccc(F)cc1)n1ccc(-c2cnc(-c3ccccc3)s2)n1 do in these assays?
PKA-R1A act: 0; Pemphigus Ab inh: 98; PKA-R2B act: 8; DAGLB inhibitor: -2; HTR5A inv ctr: -14; OPRM1-OPRD1 inv: 7; V-ATPase pHluor: -1; MOR-DOR ag: -1.2; Arrestin-AP2 inh: -6; HTR5A ag: 5

Results for O=C(COC(=O)C1=NN(c2ccccc2)C(=O)CC1)NCc1ccccc1Cl ?
PKA-R1A act: 5; Pemphigus Ab inh: 116; PKA-R2B act: -1; DAGLB inhibitor: 1; HTR5A inv ctr: -7; OPRM1-OPRD1 inv: 8; V-ATPase pHluor: 2; MOR-DOR ag: -1.9; Arrestin-AP2 inh: -4; HTR5A ag: 3

What do the screens show for `Cc1ccc(C)c(NC(=O)CN(C)C(=O)CN2C(=O)NC3(CCc4ccccc43)C2=O)c1` (configuration not stated)?
PKA-R1A act: 4; Pemphigus Ab inh: 98; PKA-R2B act: -2; DAGLB inhibitor: -2; HTR5A inv ctr: 13; OPRM1-OPRD1 inv: 7; V-ATPase pHluor: 2; MOR-DOR ag: -1.7; Arrestin-AP2 inh: 0; HTR5A ag: -5

What do the screens show for `COc1ccc(CN2CCCCC2c2cccnc2)c(OC)c1C` (configuration not stated)?
PKA-R1A act: -2; Pemphigus Ab inh: 120; PKA-R2B act: 0; DAGLB inhibitor: 0; HTR5A inv ctr: -19; OPRM1-OPRD1 inv: 19; V-ATPase pHluor: 0; MOR-DOR ag: -4.2; Arrestin-AP2 inh: -5; HTR5A ag: 7

Results for O=C(CSc1ccccc1F)NC(=O)NCc1ccco1 ?
PKA-R1A act: 4; Pemphigus Ab inh: 99; PKA-R2B act: 5; DAGLB inhibitor: 1; HTR5A inv ctr: -3; OPRM1-OPRD1 inv: 2; V-ATPase pHluor: -2; MOR-DOR ag: -0.4; Arrestin-AP2 inh: -4; HTR5A ag: 1
